HCV inh: qHTS Assay for Inhibitors of Hepatitis C Virus (HCV); Potency, µM (series often up to 41.8 µM), for the others: top-dose activity change, negative = inhibition, hits mostly inhibitors; actives 3.4% (n = 340,000); Huh7.5.1 HCVcc-Cre infection, luciferase reporter, 44 h; note: potency is the fitted concentration of half-maximal effect
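Cells seeded at 1,000/well and cultured 4 h, then compounds added followed by HCVcc-Cre virus (~0.5 moi). After 44 h further culture, luciferase substrate was added, plates held 15 min at room temperature, and luminescence read for 15 sec.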
HCMV inh: qHTS Assay for inhibitors of the human cytomegalovirus (HCMV) | AID 1259415, 2018 | activity change, negative = inhibition, % at 57.5 µM | actives 4.5% (n = 410,000) | HFF cells, HCMV-luciferase reporter, 72 h; stronger effect = lower value; in the data active = activity change below about -60%; inconclusive = no clear call, values can overlap the other calls; inactive = above about -39%
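Screen run at 2 compound doses on HFFs infected with reporter HCMV, MOI 1 PFU/cell. Luciferase activity from cell lysates at 72 h post infection gave inhibition relative to buffer-only and Salinomycin wells.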
LmPK inhibitor: qHTS Assay for Inhibitors of Leishmania Mexicana Pyruvate Kinase (LmPK). Q27686. purified LmPK, Kinase-Glo ATP luminescence, 1 h. Potency, µM (series often up to 57.5 µM), without a hit: at the highest dose activity change, negative = inhibition, hits mostly inhibitors. actives 0.37% (n = 290,000). AID 1721, 2009; note: potency is the fitted concentration of half-maximal effect
Target sequence (Q27686 whole entry, looked up): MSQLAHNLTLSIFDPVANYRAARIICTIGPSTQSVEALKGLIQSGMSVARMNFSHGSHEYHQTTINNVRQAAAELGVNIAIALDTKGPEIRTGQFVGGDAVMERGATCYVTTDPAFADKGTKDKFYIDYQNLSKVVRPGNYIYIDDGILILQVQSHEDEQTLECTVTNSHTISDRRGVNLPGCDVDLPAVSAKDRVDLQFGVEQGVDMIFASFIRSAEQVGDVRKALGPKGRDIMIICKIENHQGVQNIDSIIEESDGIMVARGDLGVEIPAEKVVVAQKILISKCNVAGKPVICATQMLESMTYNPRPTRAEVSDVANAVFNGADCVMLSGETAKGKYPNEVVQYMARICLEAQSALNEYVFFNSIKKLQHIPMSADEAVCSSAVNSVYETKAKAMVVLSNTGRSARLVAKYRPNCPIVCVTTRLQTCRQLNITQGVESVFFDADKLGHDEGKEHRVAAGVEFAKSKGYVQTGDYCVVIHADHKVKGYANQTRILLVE
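In 50 mM imidazole pH 7.2 with 7 mM MgCl2, LmPK (0.1 nM) turned over PEP (0.5 mM) and ADP (0.1 mM) for 1 h at room temperature. Luciferase read-out of ATP.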
AmpC no deterg: qHTS Inhibitors of AmpC Beta-Lactamase (assay without detergent); P00811; AmpC nitrocefin hydrolysis, absorbance 480 nm, 0.0001% Triton; Potency, µM (titrated, usually from 57.1 µM), inactives show top-dose activity change, negative = inhibition, usual class: inhibitors; actives 0.52% (n = 330,000); AID 485341, 2010;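 note: potency is the fitted concentration of half-maximal effect; plate controls were no compound for no effect and no enzyme for full effect; nearly all actives have a fitted effect of over 20% in size; some results filed as inactive show a strong effect at the top dose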
Target sequence (P00811 whole entry, looked up): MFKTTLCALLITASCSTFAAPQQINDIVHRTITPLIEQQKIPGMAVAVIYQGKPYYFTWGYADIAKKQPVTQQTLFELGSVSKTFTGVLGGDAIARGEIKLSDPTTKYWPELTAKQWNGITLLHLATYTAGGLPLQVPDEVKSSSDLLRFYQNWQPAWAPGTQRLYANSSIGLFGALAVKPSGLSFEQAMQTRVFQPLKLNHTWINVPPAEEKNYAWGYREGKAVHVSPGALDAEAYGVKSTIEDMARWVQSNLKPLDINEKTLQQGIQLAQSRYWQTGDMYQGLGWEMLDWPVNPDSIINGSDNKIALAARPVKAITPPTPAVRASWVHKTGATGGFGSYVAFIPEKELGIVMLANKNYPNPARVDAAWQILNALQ
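AmpC (5.3 nM in the dispensed reagent) in 20 mM phosphate pH 7.0 with 0.01% (detergent screen) or 0.0001% Triton X-100 was preincubated with compounds for 15 min at room temperature. Nitrocefin was then added from an 800 uM solution, and hydrolysis was followed at 480 nm.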
AmpC detergent: qHTS Inhibitors of AmpC Beta-Lactamase (assay with detergent); Potency, µM (series often up to 114 µM), inactives show at the highest dose activity change, negative = inhibition, usual class: inhibitors; P00811; AmpC hydrolysis of nitrocefin, absorbance 480 nm, 0.01% Triton; actives 0.041% (n = 370,000);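 note: potency is the fitted concentration of half-maximal effect; 0% = no-compound wells and -100% = no-enzyme wells; nearly all actives have a fitted effect of over 25% in size; some results filed as inactive show a strong effect at the top dose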
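20 mM phosphate pH 7.0 + 0.01% (detergent screen) or 0.0001% Triton X-100; 5.3 nM AmpC reagent; cpd preinc 15 min RT; nitrocefin (800 uM stock) to start; A480 q20 s × 4 min; Activity was normalised to no-enzyme and no-compound control wells.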
AMA1-RON2 inh: qHTS for Inhibitors of AMA1-RON; Towards Development of Antimalarial Drug Lead: Primary Screen; Potency, µM (titrated, usually from 58.2 µM), without a hit: at the highest dose activity change, negative = inhibition, usual class: inhibitors; AlphaScreen AMA1-biotinylated RON2 peptide binding; AID 720542, 2013; actives 0.2% (n = 360,000); Plasmodium falciparum AMA1 (3D7) - RON2 peptide interaction;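 note: potency is the fitted concentration of half-maximal effect; 0% = vehicle wells and -100% = peptide control; nearly all actives have a fitted effect of over 45% in size; some results filed as inactive show a strong effect at the top dose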
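AMA1 (3D7) with his tag at 25 nM final met compounds first, then biotinylated RON2 peptide at 25 nM; detection used donor plus acceptor beads, 10 µg/mL apiece, read by AlphaScreen after 30 min at room temperature.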
Tb PYK inh: qHTS of Trypanosoma Brucei Inhibitors. pyruvate kinase (Trypanosoma brucei), Q57TT1. TbPYK enzyme, Kinase-Glo Plus ATP luminescence, 45 min. Potency, µM (top dose mostly 76.8 µM), inactives show at the highest dose activity, negative = inhibition, usual class: inhibitors. actives 0.12% (n = 410,000); note: potency is the fitted concentration of half-maximal effect; nearly all actives have a fitted effect of over 50% in size
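Screened from lowest to highest concentration, compounds were pinned into TbPYK/substrate mixtures, and ADP (130 uM final) was added. Plates sat at room temperature for 45 min prior to Kinase-Glo Plus detection by luminescence.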
The depositor's hits bear a star; ? = inconclusive; . = no result given; & = joins results of further samples; [ ] = dose if it differs, or a comment. Unless noted, calls come from the whole dose curve; as a rule, active = well fitted curve in the direction sought with a large enough effect; inconclusive = small, poorly fitted or top-dose-only effect, or another doubt; inactive = no such curve, though single readings can be large; an effect the other way counts as inactive or inconclusive. Unless noted, % is set by controls: 0 for no effect and ±100 for the full control effect.

SMILES,HCV inh,HCMV inh,LmPK inhibitor,AmpC no deterg,AmpC detergent,AMA1-RON2 inh,Tb PYK inh
Cc1cccc(C=CC(=O)c2ccc(Cl)cc2)c1,-9%,5,.,.,.,12%,-1%
CCCCOc1ccc(C(=O)N2CCNC(=O)C2CC(=O)OC(C)C)cc1 (stereo not drawn),-10%,47,2%,31%,?,-6%,2%
COc1ccc(C(=O)NCc2n[nH]c(=S)n2-c2ccccc2)cc1OC,5%,12,4%,0%,-8%,-6%,?
CCCCOCCCn1c(-c2ccco2)nc2nc3ccccc3nc21,?,?,-6%,92%[activator],3%,24%,-10%
CC(=O)Nn1c(COc2ccccc2C)nc2ccccc2c1=O,-15%,8,-1%,-7%,?,6%,3%
Cc1ccc(/C=N/n2cnc3sc4c(c3c2=O)CCCC4)o1,?,21,7%,-4%,-13%,-5%,5%
CCc1nc2c(OCC(=O)c3ccc(F)cc3)cccn2c1N(C)C(=O)COc1ccccc1,.,18,.,.,.,-4%,-1%
Oc1c(N=NC(=S)Nc2ccccc2F)c2ccccc2n1Cc1cccc(Cl)c1,?,48,-2%,-11%,0%,11%,2%
Nc1ncnc2c1ncn2[C@@H]1O[C@H](CNCc2cccc(C#Cc3ccccc3)c2)[C@@H](O)[C@H]1O,-2%,-26,.,-18%,.,-15%,-3%
CC(C)(C)c1ccccc1NC(=O)NC1CCN(Cc2c(F)cccc2Cl)CC1,10%,?,-7%,-11%,-2%,16%,-2%

Laid out differently: results already given.
Cc1cccc(C=CC(=O)c2ccc(Cl)cc2)c1
  HCV inh: -9%
  HCMV inh: 5
  LmPK inhibitor: .
  AmpC no deterg: .
  AmpC detergent: .
  AMA1-RON2 inh: 12%
  Tb PYK inh: -1%
CCCCOc1ccc(C(=O)N2CCNC(=O)C2CC(=O)OC(C)C)cc1 (stereo not drawn)
  HCV inh: -10%
  HCMV inh: 47
  LmPK inhibitor: 2%
  AmpC no deterg: 31%
  AmpC detergent: ?
  AMA1-RON2 inh: -6%
  Tb PYK inh: 2%
COc1ccc(C(=O)NCc2n[nH]c(=S)n2-c2ccccc2)cc1OC
  HCV inh: 5%
  HCMV inh: 12
  LmPK inhibitor: 4%
  AmpC no deterg: 0%
  AmpC detergent: -8%
  AMA1-RON2 inh: -6%
  Tb PYK inh: ?
CCCCOCCCn1c(-c2ccco2)nc2nc3ccccc3nc21
  HCV inh: ?
  HCMV inh: ?
  LmPK inhibitor: -6%
  AmpC no deterg: 92%[activator]
  AmpC detergent: 3%
  AMA1-RON2 inh: 24%
  Tb PYK inh: -10%

Remaining list, next part:
SMILES,HCV inh,HCMV inh,LmPK inhibitor,AmpC no deterg,AmpC detergent,AMA1-RON2 inh,Tb PYK inh
CCS(=O)(=O)N1Cc2ccccc2CC1C(=O)Nc1nnc(SCc2c(Cl)cccc2Cl)s1 (stereo not drawn),-28%,-9,0%,-24%,-7%,22%,-14%
COc1ccccc1NC(=O)CSCc1cc(=O)n2ccsc2n1,5%,-2,1%,-9%,-11%,10%,2%
CC(=O)c1cc(C)ccc1OC(=O)c1cccc2nc(C)oc12,20%,?,3%,-4%,?,-6%,-3%
Cn1c(=O)c2c(-c3ccccc3)n(C3CCCCC3)cc2n(C)c1=O,?,18,1%,-14%,?,-3%,3%
Cc1nc2sc(C(c3cccc(F)c3)N3CCN(C(=O)c4ccco4)CC3)c(O)n2n1 (stereo not drawn),14%,-6,2%,43%,-12%,14%,-13%
CC(=O)Nc1ccc(-c2ccnc3c2CC(C)(C(=O)NCc2cccc(Cl)c2)O3)cc1 (stereo not drawn),.,-35,.,.,.,0%,4%
CCOC(=O)c1ccccc1NC(=O)c1cn(CC(C)C)c(=O)c2cc(OC)c(OC)cc12,.,-2,.,.,3%,.,-2%
COCCCNC(NC(=O)c1ccc(C)cc1)C(Cl)(Cl)Cl (stereo not drawn),1%,-21,2%,5%,-13%,-4%,6%
COC(=O)CC1Sc2ccccc2NC1=O (stereo not drawn),26%,10,-4%,-25%,?,40%[activator],-19%
O=C(O)c1cc(S(=O)(=O)Nc2cccc(S(=O)(=O)N3CCCC3)c2)ccc1Cl,8%,-7,.,-21%,0%,-8%,-9%
CCOCc1c(C(=O)Nc2ccc(OC)nc2)oc2ccccc12,0%,-16,-5%,8%,2%,-11%,1%
CC1CCCCN1CCCNC(=O)c1nn(C)c2c1CSc1ccccc1-2 (stereo not drawn),?,-19,6%,-2%,-7%,1%,7%
O=C(c1ccc(Cn2cc([N+](=O)[O-])cn2)o1)N1CCCC1,8%,0,3%,-13%,1%,-6%,2%
CC1=NNC(=O)C1CCC(=O)N/N=C\c1ccccc1[N+](=O)[O-] (stereo not drawn),-17%,-25,-1%,0%,0%,16%,-5%
Cc1cc(NC(=O)c2sc(Nc3ccc(F)cc3)nc2N)no1,9%,3,4%,-32%,-4%,-12%,-3%
CC(O)CN1CC(O)=C(c2nc3ccccc3s2)C1=N (stereo not drawn),9%,21,9%,-9%,2%,2%,-9%
CCN(Cc1cnn(C)c1)C(=O)c1ccc(OC2CCN(S(=O)(=O)N(C)C)CC2)cc1,1%,-32,9%,169%[activator],6%,7%,-2%
CC(C)(C)c1cc(NC(=O)Nc2ccccc2OC(F)(F)F)no1,?,?,9%,-18%,-1%,-2%,2%
CN(C)C(=O)CSc1nnc(-c2cc(-c3cccs3)nc3ccccc23)o1,?,-1,2%,1%,-8%,9%,0%
C/C(=N/Nc1ccc(C(=O)O)cc1)c1ccc2c(c1)Nc1ccccc1S2,3%,41,.,.,.,-16%,-23%
CN(C)c1ccc(C=NC(CO)C(O)c2ccc([N+](=O)[O-])cc2)cc1 (stereo not drawn),6%,-3,3%,-11%,2%,-3%,-3%
Cc1ccnc(N=Cc2nc(-c3ccccc3Br)oc2O)c1,7%,-1,12%,-27%,-7%,-4%,-17%
Cc1ccc(-n2ncc3c(Nc4cccc(C)c4)ncnc32)cc1,.,12,.,.,5%,.,6%
COC(=O)/C=C/c1ccc(OC(=O)c2ccncc2)cc1,14%,-9,-5%,-12%,7%,13%,-13%
CCN(CC(=O)Nc1ccc(NC(C)=O)cc1)C(=O)c1cc(-c2ccccc2Cl)nc2ccccc12,-16%,0,.,.,.,-6%,1%
CCOC(=O)N1CCC(NC(=O)c2cc3c(-c4ccccc4F)nn(C)c3s2)CC1,-26%,70,2%,-12%,?,-2%,2%
COc1ccc(C2=NOC(Cn3c(Cc4ccc(Cl)cc4)nc4c3c(=O)n(C)c(=O)n4C)C2)cc1 (stereo not drawn),1.4µM*,-9,7%,3%,-9%,4%,3%
CCN(c1cc(C)cc(C)c1)S(=O)(=O)c1nnc(NC(=O)C2CCCCC2)s1,.,1,.,.,22%,.,2%
CCOC(=O)C1=C(COC(=O)/C=C/c2ccc(O)c(OC)c2)NC(=O)NC1C (stereo not drawn),-28%,6,.,-5%,6%,-10%,1%
CCN(CC)S(=O)(=O)c1ccc(NC(=O)C2c3ccccc3Oc3ccccc32)cc1,?,?,4%,-17%,-10%,6%,-2%
CCNC(=O)N(C)c1c(CC)nc2ccc(C(=O)Nc3cccc(OCC(=O)N(C)C)c3)cn12,.,99,.,.,.,3%,5%
Cc1cccc(-n2c(SCC(=O)O)nc3sc4c(c3c2=O)CCC4)c1,8%,10,1%,-22%,-1%,-2%,1%
COc1ccc(CC(=O)Nc2nnc(C(C)C)s2)cc1OC,-10%,0,-5%,-5%,2%,-7%,-4%
COc1ccc(-c2noc(CCC(=O)Nc3ccc4c(c3)OCCO4)n2)cc1,?,-35,2%,-15%,1%,6%,2%
CCc1ccccc1NCc1cc(=O)oc2cc(C)ccc12,-20%,32,-6%,-39%,-13%,-2%,-8%
CN(CC(=O)Nc1ccccc1Cl)CC(=O)Nc1cccc2ccccc12,-14%,-16,.,44%,.,115%[activator],-1%
CCc1ccc(S(=O)(=O)N2CCN(c3ccccc3OC)CC2)cc1,-4%,7,-1%,-22%,?,-5%,8%
CCOC(=O)c1c(C#N)cnn1-c1ccc(C)cc1,5%,-9,-4%,?,0%,2%,2%
CCOC(=O)CCCCCC(=O)Nc1ccc2c(c1)C(=O)N([C@H](C)CO)C[C@H](C)[C@@H](CN(C)C(=O)Nc1ccccc1)OCCCC[C@@H](C)O2,.,-15,.,.,.,2%,-4%
COc1cc(OC)c(CN2CCC(Cc3ccccc3)CC2)cc1Br,?,-3,0%,27%,-15%,-13%,0%
COc1ccc(-c2nc(CS(=O)CC(=O)NCCCN3CCOCC3)c(C)o2)cc1OC (stereo not drawn),11%,0,3%,45%,-1%,10%,1%
O=C(Cn1nnc(-c2ccncc2)n1)Nc1ccc2c(c1)CCC2,4%,?,3%,?,0%,6%,3%
O=C1C(Cc2ccccc2O)NC(=S)N1c1ccccc1 (stereo not drawn),?,-23,-1%,-13%,3%,10%,1%
Cc1cc(C)cc(C(=O)NC(=S)Nc2ccc3c(c2)OCCO3)c1,?,-29,-2%,-18%,0%,0%,-6%
O=C(CCNC(=O)c1ccc(Br)cc1)NC1CCCc2ccccc21 (stereo not drawn),-22%,-81*,.,-23%,4%,-9%,-1%
Cc1c(Br)cc(C(=O)NC2CCCCC2)c(C)c1C,9%,-20,3%,-13%,?,6%,2%
COC(=O)[C@H](C)NC(=O)Nc1ccc(Oc2ccccc2)cc1,5%,10,-2%,-7%,-7%,4%,0%
COCc1cc(C)nc(OCC(=O)N/N=C/c2ccc(-c3cccc([N+](=O)[O-])c3)o2)c1C#N,.,-1,2%,-24%,-4%,.,.
O=C(NCCc1ccccc1)C1CC(=O)N(CCc2ccccc2)C1 (stereo not drawn),16%,5,2%,16%,0%,-3%,1%
Cc1c(NC(=O)/C=C/c2cn(-c3ccccc3)nc2-c2ccc(F)cc2)c(=O)n(-c2ccccc2)n1C,11µM*,0,0%,-16%,-3%,-3%,?
COC(=O)c1ccc(NC(=O)CCNS(=O)(=O)c2cccc3nsnc23)cc1,.,0,.,.,0%,.,5%
COc1ccc(-c2cc(C)no2)cc1S(=O)(=O)N1CCN(c2ccccc2F)CC1,7.1µM*,?,-2%,14%,-6%&-8%,-11%,1%&1%

Bioassay records from PubChem.
